Source: PubChem
USP8 block: inhibitors of human USP8 deubiquitinase; purified USP8, Ub-rhodamine cleavage fluorescence, 30 min; inhibition, % at 20 µM; 4.2% of 47,000 active; AID 1645853, 2021
UCHL1 block: inhibitors of human UCHL1 deubiquitinase; Ubiquitin carboxyl-terminal hydrolase isozyme L1 (Homo sapiens), P09936; purified UCHL1, Ub-rhodamine cleavage fluorescence; inhibition, % at 20 µM; 0.2% of 47,000 active; AID 1645859, 2021
USP17 inh: inhibitors of human USP17 deubiquitinase; Ubiquitin carboxyl-terminal hydrolase 17-like protein 5 (Homo sapiens), A8MUK1; purified USP17, Ub-rhodamine cleavage fluorescence, 3 h; inhibition, % at 50 µM; 6.5% of 47,000 active; AID 1645855, 2021
USP28 block: inhibitors of human USP28 deubiquitinase; purified USP28, Ub-rhodamine cleavage fluorescence, 30 min; inhibition, % at 25 µM; 3% of 47,000 active; Ubiquitin carboxyl-terminal hydrolase 28 (Homo sapiens), Q96RU2
USP7 inh: inhibitors of human USP7 deubiquitinase | Ubiquitin carboxyl-terminal hydrolase 7 (Homo sapiens), Q93009 | purified USP7, Ub-rhodamine cleavage fluorescence | inhibition, % at 20 µM | 0.3% of 47,000 active
Target sequence (Q93009 whole entry, looked up): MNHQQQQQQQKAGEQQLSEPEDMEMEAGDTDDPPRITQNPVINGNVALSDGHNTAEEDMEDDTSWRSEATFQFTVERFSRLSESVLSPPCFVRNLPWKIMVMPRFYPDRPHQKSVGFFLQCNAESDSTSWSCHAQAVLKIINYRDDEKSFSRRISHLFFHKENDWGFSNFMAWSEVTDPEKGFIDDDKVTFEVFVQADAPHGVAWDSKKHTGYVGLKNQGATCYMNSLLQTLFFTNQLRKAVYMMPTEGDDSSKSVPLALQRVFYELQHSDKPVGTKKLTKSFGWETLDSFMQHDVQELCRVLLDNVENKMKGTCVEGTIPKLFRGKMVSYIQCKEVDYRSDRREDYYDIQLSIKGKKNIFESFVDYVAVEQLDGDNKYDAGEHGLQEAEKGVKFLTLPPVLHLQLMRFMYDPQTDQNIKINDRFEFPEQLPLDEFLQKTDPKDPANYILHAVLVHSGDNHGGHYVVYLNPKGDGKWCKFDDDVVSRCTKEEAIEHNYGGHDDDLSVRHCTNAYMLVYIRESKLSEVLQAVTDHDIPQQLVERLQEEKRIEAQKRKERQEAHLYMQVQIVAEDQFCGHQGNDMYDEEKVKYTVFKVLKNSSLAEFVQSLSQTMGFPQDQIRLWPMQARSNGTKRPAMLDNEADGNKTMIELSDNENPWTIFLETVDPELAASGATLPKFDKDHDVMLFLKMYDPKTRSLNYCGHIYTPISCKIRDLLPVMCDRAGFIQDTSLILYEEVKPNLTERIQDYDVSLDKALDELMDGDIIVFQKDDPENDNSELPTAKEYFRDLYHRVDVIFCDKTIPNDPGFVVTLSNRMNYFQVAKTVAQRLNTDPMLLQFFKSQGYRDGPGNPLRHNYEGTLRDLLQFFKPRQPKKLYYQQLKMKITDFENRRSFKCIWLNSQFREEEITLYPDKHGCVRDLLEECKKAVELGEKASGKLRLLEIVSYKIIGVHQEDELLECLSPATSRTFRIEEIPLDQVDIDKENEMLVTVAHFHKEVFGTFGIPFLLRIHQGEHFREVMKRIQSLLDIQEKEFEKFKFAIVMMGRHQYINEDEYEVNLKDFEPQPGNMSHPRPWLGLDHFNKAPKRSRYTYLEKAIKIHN
OTUD3 inh: inhibitors of human OTUD3 deubiquitinase. purified OTUD3, Ub-rhodamine fluorescence, 2 h. 0.7% of 47,000 active. OTU domain-containing protein 3 (Homo sapiens), Q5T2D3. inhibition, % at 25 µM
USP30 inh: inhibitors of human USP30 deubiquitinase; Ubiquitin carboxyl-terminal hydrolase 30 (Homo sapiens), Q70CQ3; purified USP30, Ub-rhodamine cleavage fluorescence; inhibition, % at 25 µM; 5.3% of 47,000 active; AID 1645860, 2021
USP10 inh: inhibitors of human USP10 deubiquitinase; Ubiquitin carboxyl-terminal hydrolase 10 (Homo sapiens), Q14694; purified USP10, Ub-rhodamine fluorescence, 60 min; inhibition, % at 20 µM; 1.1% of 47,000 active
* marks the source's active call; other numbers are inactive results; i = inactive; · = no result given. Rule as the data show it: active = inhibition above about 30%; inactive = the rest.

USP28 block	USP7 inh	USP17 inh	USP8 block	UCHL1 block	USP10 inh	OTUD3 inh	USP30 inh	Compound
5.4	2.4	-0.9	-2.6	1.3	0.5	4.4	39.5*	CO[C@H]1/C=C/[C@@](C)(O)/C=C/C(=O)O[C@H](C)[C@@H](C)CC/C=C/1C
-75.8	-9.7	-27.3	36.4*	-1.1	-3.1	-36.6	-196.4	CNc1nc(C2CCCN(C(=O)c3cc(C4CC4)on3)C2)nc2c1CCN(C)C2 (centres undefined)
11.3	3.0	17.1	12.8	2.0	-1.6	8.9	15.6	O=C(CCn1cnc2cc(-c3noc(-c4ccccn4)n3)ccc21)N1CCCC1
2.6	-0.4	0.6	-1.7	0.0	-4.1	2.7	4.6	CCn1nccc1C(=O)N1CCc2c(nc(-c3ccc(F)cc3)[nH]c2=O)C1
-0.1	3.1	-6.5	-32.8	2.1	-1.3	1.5	-11.2	O=C(c1ccc2nc(C(F)(F)F)sc2c1)N1CCN(c2ncccn2)CC1
3.8	6.9	2.6	17.2	6.7	0.5	0.1	9.9	CC(=O)Nc1ccc(-c2noc(C3CCN(C(=O)Cc4ccc(C)cc4)CC3)n2)cc1
20.5	7.3	32.7*	29.4	5.0	7.6	11.4	19.3	CC(=O)c1cccc(NC(=O)Nc2ccc(CCc3nc4ccccc4n3C)cc2)c1
1.0	-0.6	2.5	0.0	0.1	1.3	6.8	13.3	COCCn1c(=O)[nH]c2cc(C(=O)N3CCC(Cc4ccccc4)CC3)ccc2c1=O
-7.4	-0.5	-4.1	-4.5	-4.3	-2.2	-4.7	-4.9	Cc1noc(-c2ccc(SCC(=O)NC3CCCCC3)nc2)n1
2.2	0.4	17.7	2.1	-1.3	-4.2	-6.1	6.9	O=C1CCCN1c1ccc(S(=O)(=O)N2CCc3ccccc3C2)cc1
·	-7.3	-28.0	-11.4	-5.7	-5.0	-7.0	·	Cc1cc(Nc2cnccn2)nc(C2CCCN(C(=O)c3ccccc3)C2)n1 (centres undefined)
6.0	2.3	-20.4	-91.2	1.1	0.3	14.1	7.7	O=C(C1C[C@@H]2CC[C@H]1C2)N1CCC2(CC1)CNCCO2 (some centres undefined)
61.5*	-33.7	97.5*	97.2*	26.6	68.0*	88.4*	78.3*	Cn1cc(NC(=O)Nc2cccc(C(F)(F)F)c2)c2ccccc2c1=O
7.0	2.6	10.7	0.0	0.9	3.1	8.3	13.2	CC(C)c1nc2sc3c(SCc4ccccc4Cl)ncnc3c2c2c1CCC2
12.5	3.8	4.5	-9.3	0.9	1.8	5.5	14.2	Cc1cc(C)n(CC2CCN(S(=O)(=O)/C=C/c3ccccc3)CC2)n1
9.7	3.3	23.2	3.6	-0.1	1.7	6.7	14.1	CC1CCC23CC1C(C)(C)C2CC=C3C(=O)O (centres undefined)
6.9	4.7	12.5	10.3	2.1	3.4	12.6	15.8	Cc1nn(CC(=O)NC(C)C)c(C)c1S(=O)(=O)N(C)C
1.5	-3.8	-2.3	-89.9	-0.6	0.7	7.0	17.8	O=C(NCCOc1ccccc1)c1nc(-n2cnnc2)ccc1Br
0.4	0.0	8.6	4.9	-3.7	1.8	0.9	6.3	O=C(NCCc1ccccc1)[C@@H]1C=CCN1C(=O)c1ccc(F)cc1
-11.0	-2.2	-5.6	-4.3	-5.3	-2.8	-3.3	-17.8	Cc1ncc2c(c1O)COC(C(C)C)OC2 (centres undefined)
-18.0	-6.1	-30.3	-22.5	-1.1	-0.9	-9.3	-33.4	CCc1noc(-c2ccc(OCC(=O)N3CCN(c4ccccc4OC)CC3)cc2)n1
-5.0	6.5	-2.0	-11.1	5.3	10.3	-3.7	-8.2	Cc1ccc(-c2cc(NC(=O)C(C)C)c(=O)n(CC(=O)Nc3ccc(Cl)cc3)n2)cc1
-10.7	-0.9	-7.2	-0.7	-0.5	0.7	-4.5	-43.9	CCNC(=O)C1(Cc2cc(-c3ccc(C)cc3)no2)CCCN(C(=O)C2CCCC2)C1 (centres undefined)
20.6	-3.4	11.3	3.9	1.8	3.1	15.3	16.7	O=C(CSc1nc2ccccc2o1)N1CCCc2ccccc21
22.9	2.8	9.8	9.3	4.9	3.2	9.0	5.0	COc1ccc(CNc2nc(-c3ccccc3)no2)cc1
35.3*	2.9	8.2	8.1	2.8	-2.6	10.6	15.7	CCCN1Cc2cccc(C(=O)NCc3ccc4c(c3)OCO4)c2C1=O
-7.5	-2.9	-19.9	-6.9	-1.8	2.7	-8.9	-7.2	Cc1ccccc1C(=O)N1CCN(S(=O)(=O)c2ccc3c(c2)NC(=O)CO3)CC1
-5.2	-0.8	0.3	-3.5	-2.5	1.6	-8.9	0.4	CNC(=O)[C@@H]1CN2CCN(C(=O)c3cccc(C#N)c3)C[C@@H]2[C@H]1c1ccccc1
-2.5	2.8	3.2	5.1	-1.4	2.2	-1.6	0.5	CCOc1ccc(CC(=O)N2CCCC2c2cc(C)on2)cc1 (centres undefined)
-5.7	-3.4	-5.5	-6.6	0.3	0.6	-10.6	-4.3	COc1nccnc1N1CCC(N(C)C(=O)NCc2ccc(F)cc2)C1 (centres undefined)

Molecules from the list above with a CF3 group, in the order listed:
USP28 block	USP7 inh	USP17 inh	USP8 block	UCHL1 block	USP10 inh	OTUD3 inh	USP30 inh	Compound
-0.1	3.1	-6.5	-32.8	2.1	-1.3	1.5	-11.2	O=C(c1ccc2nc(C(F)(F)F)sc2c1)N1CCN(c2ncccn2)CC1
61.5*	-33.7	97.5*	97.2*	26.6	68.0*	88.4*	78.3*	Cn1cc(NC(=O)Nc2cccc(C(F)(F)F)c2)c2ccccc2c1=O

Entries of single compounds, looked up by structure. Order of values: USP28 block | USP7 inh | USP17 inh | USP8 block | UCHL1 block | USP10 inh | OTUD3 inh | USP30 inh
Listed for O=C(c1ccc2nc(C(F)(F)F)sc2c1)N1CCN(c2ncccn2)CC1 : -0.1 | 3.1 | -6.5 | -32.8 | 2.1 | -1.3 | 1.5 | -11.2
Listed for O=C(C1C[C@@H]2CC[C@H]1C2)N1CCC2(CC1)CNCCO2 (some centres undefined) : 6.0 | 2.3 | -20.4 | -91.2 | 1.1 | 0.3 | 14.1 | 7.7
Listed for Cc1ccccc1C(=O)N1CCN(S(=O)(=O)c2ccc3c(c2)NC(=O)CO3)CC1 : -7.5 | -2.9 | -19.9 | -6.9 | -1.8 | 2.7 | -8.9 | -7.2
Listed for CCNC(=O)C1(Cc2cc(-c3ccc(C)cc3)no2)CCCN(C(=O)C2CCCC2)C1 (centres undefined) : -10.7 | -0.9 | -7.2 | -0.7 | -0.5 | 0.7 | -4.5 | -43.9
Listed for CO[C@H]1/C=C/[C@@](C)(O)/C=C/C(=O)O[C@H](C)[C@@H](C)CC/C=C/1C : 5.4 | 2.4 | -0.9 | -2.6 | 1.3 | 0.5 | 4.4 | 39.5*

More records:
USP28 block	USP7 inh	USP17 inh	USP8 block	UCHL1 block	USP10 inh	OTUD3 inh	USP30 inh	Compound
5.7	-0.2	4.8	0.5	-0.3	1.1	0.1	0.6	CCNC(=O)c1cccnc1OC1CCN(C(=O)c2ccccc2Cl)C1 (centres undefined)
4.2	2.7	5.5	11.1	1.9	-0.2	3.9	0.4	Cc1ccc(CS(=O)(=O)N2CCC(C(=O)N3CCCCC3)CC2)cc1
·	5.3	-8.9	2.8	0.1	0.2	2.5	·	NC(=O)c1nc(C(=O)N2CCN(c3ccc(F)cc3)CC2)cs1
-14.2	-5.3	-2.1	-6.9	-6.7	-3.7	-14.4	-51.6	COc1ccc(S(=O)(=O)N2CCCC(c3nnc4ccccn34)C2)cc1F (centres undefined)
-24.4	2.5	-4.3	42.9*	-0.6	44.5*	-15.1	-47.8	Cc1ccc(-n2c(=O)c3ccc(C(=O)NCc4ccco4)cc3n(CC(=O)NCCC3=CCCCC3)c2=O)cc1
-7.2	-4.1	0.5	-0.9	-5.9	-3.0	-8.8	-12.7	O=C(c1ccc2ccccc2c1)N1CCN(c2ccc(-n3cccn3)nn2)CC1
39.7*	5.8	7.8	6.0	6.1	0.5	6.1	73.4*	Cc1nc2cc(C(=O)NCCC3=CCCCC3)ccc2n1-c1cccc(F)c1
-5.7	-1.5	-8.1	-2.6	-0.4	-0.4	-1.9	-7.5	COc1cccc(CCN2C[C@@]34CN(C(=O)c5ccncc5)C[C@@H](C[C@@H]3S2(=O)=O)O4)c1
6.5	5.7	37.5*	-0.8	0.9	5.5	15.1	27.0	O=C(CSc1cn(CC(=O)N2CCCCC2)c2ccccc12)Nc1ccc(Cl)cc1
2.2	-1.1	-1.1	5.5	-0.1	-2.3	-1.2	1.7	c1ccc(-c2noc(-c3ccc(N4CCC5(CC4)OCCO5)nc3)n2)cc1
10.0	4.3	4.6	-4.9	0.6	3.6	5.2	17.0	CCN1C[C@H]2CCN(C(=O)NCCc3ccc(F)cc3)CC[C@H]2S1(=O)=O
-10.0	-3.5	-4.6	-13.7	-3.7	-0.8	-12.6	3.6	COc1ccccc1-c1cnn2c1NC(=O)CC2C(=O)Nc1ccc(C)cc1C (centres undefined)
-44.2	-18.4	-20.9	-19.3	-9.1	-8.5	-53.0	-18.0	O=C(COc1ccccc1)N1CCc2cc(-c3ccno3)ccc21
8.6	10.7	17.9	23.2	7.3	0.2	17.3	24.8	COc1ccc(NC(=O)OC(CN2CCN(c3ccccc3)CC2)C(F)(F)F)cc1 (centres undefined)
-1.8	1.2	-1.1	8.6	0.0	0.8	0.6	-2.8	Cc1cn(C)c(C2CCCN(C(=O)Cn3cnc4ccccc43)C2)n1 (centres undefined)
7.0	0.6	-1.3	-3.6	-0.1	7.6	3.5	-1.2	Cc1nn2c(CNS(=O)(=O)Cc3c(F)cccc3Cl)c(C)nc2s1
-10.7	1.1	-7.3	-35.0	0.4	-2.5	-7.2	-6.8	O=C(Nc1nccn(-c2ccc(F)c(Cl)c2)c1=O)c1ccccn1
-0.3	-14.9	-11.7	0.6	0.0	-2.4	-27.3	0.9	CN(C)C=Nc1nc2nccc(-c3ccc(Oc4ccccc4)cc3)n2n1
-3.6	-4.4	-23.6	-8.0	-0.5	-1.4	-4.4	-18.3	O=C(CCc1nnc2ccc(N3CCCCC3)nn12)NCCc1c[nH]c2ccccc12
3.6	0.1	2.3	8.4	-0.1	-1.1	7.6	14.0	COc1ccccc1N(CC(O)CN(c1ccccc1)S(C)(=O)=O)S(=O)(=O)c1ccccc1 (centres undefined)
-29.3	-14.0	23.7	76.7*	-3.3	-10.2	-44.6	-223.5	CCC1Cc2c(nc(N)c3c(N)nc(N4CCCCC4)c(C#N)c23)O1 (centres undefined)
-31.5	-7.0	-44.3	-179.3	-5.4	-7.0	-33.3	-164.9	COc1ccc(NC(=O)N2CCn3cccc3C2c2ccccc2F)cc1 (centres undefined)
-13.6	-18.0	-14.4	-2.3	-3.5	-2.3	-11.9	-0.8	Cn1c(=O)c(N2CCN(C(=O)c3cccc(Cl)c3)CC2)nc2ccncc21
10.8	4.2	32.1*	79.6*	2.8	15.6	7.3	1.4	O=C(NCc1ccccc1F)c1c(O)c2cnn(Cc3ccccc3)c2[nH]c1=O
-10.9	0.0	-18.3	-36.2	-0.5	-6.8	-2.2	-82.3	Cc1cc(Cl)ccc1NS(=O)(=O)C1CCS(=O)(=O)C1 (centres undefined)
1.2	2.8	8.3	-5.3	2.7	0.0	2.6	5.7	COc1cc2ncnc(NCc3ccco3)c2cc1OC
-8.8	0.3	-9.1	-5.9	-4.8	-1.5	-4.0	-18.8	CC(=O)N1[C@@H](CNC(=O)Cc2ccc(F)cc2C)C[C@@]2(C)[C@@H](O)CCCC[C@@H]12
0.3	2.3	62.2*	26.8	9.0	-0.3	-0.9	21.5	COc1cccc2c1C(=O)c1ccc3c(c1C2=O)C(=O)CC(C)(O)C3 (centres undefined)
6.4	-22.4	0.3	-14.7	0.1	-1.0	9.3	16.5	O=C(Nc1nccn(-c2ccc3c(c2)CCC3)c1=O)c1ccccc1
-4.9	-5.9	2.7	14.0	-0.3	-4.6	1.6	-5.1	CC(=O)NCc1nc(-c2ccc3c(c2)nnn3C2CCCC2)no1
-7.7	-1.7	-6.5	1.7	-2.4	0.5	0.2	0.5	COc1cccc(CN2CCCn3c(nc4ccccc43)C2)c1
-226.3	-140.7	-194.6	-315.5	-155.0	-4.6	-160.2	i	COC(=O)[C@@H]1[C@@H]2C[C@H]3c4[nH]c5cc(OC)ccc5c4CCN3C[C@@H]2C[C@H](O)[C@H]1OC
3.2	3.3	1.7	8.2	0.8	1.7	7.4	10.1	COc1ccc(S(=O)(=O)Nc2c(O)c3ccccc3oc2=O)cc1OC
·	-0.5	-1.0	-5.2	-4.9	-0.9	-2.8	·	CC(C)c1nc2sc3c(SCC(=O)NCc4ccccc4)ncnc3c2c2c1CCC2
